14-3-3g Raf – modulators of human 14-3-3 gamma - Raf peptide interaction. P61981. FP, 14-3-3gamma / TMR-pS259-Raf peptide binding. inhibition, % at 40 µM. 160,000 compounds, 0.19% hits. AID 422; in the data active = inhibition above about 30%;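 note: 0% = protein plus tracer without compound and 100% = blank with tracer alone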
Target sequence (P61981 whole entry, looked up): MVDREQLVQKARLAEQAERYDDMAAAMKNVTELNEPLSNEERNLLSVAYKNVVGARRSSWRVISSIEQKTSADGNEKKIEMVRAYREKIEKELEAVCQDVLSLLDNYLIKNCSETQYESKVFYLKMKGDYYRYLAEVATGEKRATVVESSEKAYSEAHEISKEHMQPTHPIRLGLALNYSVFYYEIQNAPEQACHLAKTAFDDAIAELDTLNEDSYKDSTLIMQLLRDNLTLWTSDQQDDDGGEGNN
Numbers without * were called inactive; & = joins results of further samples. A portion of the library, so the mix of outcomes need not match the whole.

14-3-3g Raf,Structure
8.8,N#CC1(C#N)C(c2cccc([N+](=O)[O-])c2)CC(O)(c2ccccc2)C(C(=O)c2ccccc2)C1c1cccc([N+](=O)[O-])c1 (centres undefined)
0.0,O=C(NC1CCCCC1)c1cccnc1SCc1cccc(Br)c1
-5.5,O=C(O)CSCSCC(=O)O
-3.2,CC1(C)CC2CC(C)(CN2C(=O)c2cc3nc(-c4cccs4)cc(C(F)(F)F)n3n2)C1 (centres undefined)
-3.0,Cn1c(=O)c2cc(C(=O)N3CCN(c4ccccn4)CC3)sc2c2ccccc21
75.9*,Cc1ccc(CSc2nnc3c(n2)OC(c2ccncc2)Nc2ccccc2-3)cc1 (centres undefined)
-0.2,Cc1nnc(SCCC#N)n(CCC#N)c1=O
10.8,O=C(c1ccc(SCc2ccccc2Cl)c([N+](=O)[O-])c1)N1CCCC1
-43.8,CCOC(=O)COc1nc(C)cc(C)n1
-7.1,CN(Cc1nc(-c2cccnc2)no1)S(=O)(=O)c1ccccc1
-4.1,Cn1c(SCC(N)=O)nc2c1c(=O)[nH]c(=O)n2C
1.1,C#CC(O)(c1ccccc1)c1ccc(OC)cc1 (centres undefined)
0.4,CN(C)c1ccc(/C=[N+](\[O-])C(C)(C)/C=N/O)cc1
-8.2,Cc1cc(C)c(NS(=O)(=O)c2cnc[nH]2)c(C)c1
-6.9,O=C(Cn1ccc2ccccc2c1=O)N1CCN(Cc2ccc3c(c2)OCO3)CC1
0.2,O=C(O)CCS(=O)(=O)c1ccc2[nH]c(=O)c(=O)[nH]c2c1
-41.7,CC12CCCCN1CCCc1c2[nH]c2ccccc12 (centres undefined)
-6.0,Cc1ccc(C23CC4CC(CC(C4)C2)C3)c(N)c1
2.6,CC12CCC(C(=O)O)(c3nc(C#N)c(C#N)nc31)C2(C)C (centres undefined)
-23.9,COCCNC(=O)c1cnn2c(C)c(Cc3cc(C)ccc3C)c(C)nc12

14-3-3g Raf,Structure
-1.7,COc1cccc(NC(=O)CSc2nccn2-c2cccc(OC)c2)c1
-0.7,CCOC(=O)c1[nH]c2ccc(OC)cc2c1NC(=O)CCN1CCC(C)CC1
-13.0,CCSc1nnc(NC(=O)c2cc(-c3cccs3)nc3ccccc23)s1
-5.3,COc1nnc(-c2ccc(C)cc2)c2ccccc12
-0.8,COc1ccc(NC(=O)CN2C(=S)NC(C)(C)CC2C)cc1Cl (centres undefined)
-0.7,CCN(CC)c1ncnc2c1c(-c1ccccc1)cn2-c1ccc(C)c(Cl)c1
-3.5,O=C(CSc1nnnn1-c1ccccc1)c1ccc2c(c1)OCO2
-10.1,O=C(COC(=O)c1ccccn1)Nc1c(Cl)cccc1Cl
-6.8,Cc1ccccc1Cn1c(N2CCCCC2)nc2c1c(=O)n(C)c(=O)n2C
-10.0,CCOC(=O)c1c(C)[nH]c(C)c1C(=O)Cn1nnc(-c2ccccc2C)n1
0.8,O=C(CN1C(=O)c2cccc([N+](=O)[O-])c2C1=O)Nc1ccc(Br)cc1
-92.5,COc1ccc(N2CCN(C(=O)CSc3ncccc3-c3nc4ccccc4[nH]3)CC2)cc1
-2.5,Cc1ccc(/C(O)=C2/C(=O)C(=O)N(Cc3cccnc3)C2c2ccccn2)cc1 (centres undefined)
3.0&-1.4,O=C(CCNS(=O)(=O)c1ccc(Br)s1)N1CCCCC1
0.5,CC(C)C(=O)NC(c1cccs1)c1cc([N+](=O)[O-])c2cccnc2c1O (centres undefined)
-4.0,Nc1nc(SCCOc2ccccc2)n[nH]1
5.9,Nc1c([N+](=O)[O-])ncn1CCO
-43.7,CCOC(=O)c1ccc2c(c1)C1C=CCC1C(c1ccc(C(=O)OC)cc1)N2 (centres undefined)
-69.2,O=C(CSc1nc2ncccc2[nH]1)Nc1cccc(Br)c1
-12.7,O=C1C2C3CCCC3=C3CCCC3C2C(=O)N1c1ccc(Cl)cc1 (centres undefined)

14-3-3g Raf,Structure
1.7,CC(=O)NCCc1ccc(S(=O)(=O)N2CCCC2)cc1
8.0,Cc1nnc(SCC(=O)N2CCN(S(=O)(=O)c3ccc(Cl)cc3)CC2)n(N)c1=O
-8.7,Cc1ccnc(NC(c2ccccc2Cl)c2ccc3cccnc3c2O)c1 (centres undefined)
6.1,COc1cccc(C2NC(=O)NC(C)=C2C(=O)OCC2CCCO2)c1 (centres undefined)
-14.7,CC(=O)N1CCCc2cc(S(=O)(=O)Nc3ccc(Br)c(C)c3)ccc21
-7.6,Cc1ccc2nc(SCC(=O)Nc3ccccc3C(F)(F)F)[nH]c2c1
-10.7,CC1CN(C(=O)c2ccc([N+](=O)[O-])cc2Cl)CC(C)O1 (centres undefined)
-3.8,COCC(C)n1c(C)cc(C(=O)Cn2c(=O)oc3ccccc32)c1C (centres undefined)
6.1,O=C(Nc1ccc(Cl)cc1)Nc1cc(C(=O)N2CCCC2)ccc1N1CC2CC(C1)c1cccc(=O)n1C2 (centres undefined)
-21.7,CC(=O)Nc1ccc(N=Cc2cc(C)cc(I)c2O)cc1
-3.0,CC(=O)c1c(C)oc2c(Cl)cc(NS(=O)(=O)c3ccc4ccccc4c3)cc12
5.5,Cc1cc(=O)oc2cc(OCC3CC(c4ccc(N(C)C)cc4)=NO3)ccc12 (centres undefined)
13.2,CSc1nc(-c2ccccc2)ccc1C(N)=O
-4.9,Cc1cc(NS(=O)(=O)c2ccc3[nH]c(=O)sc3c2)ccc1Br
1.0,O=C(Nc1c2c(nn1-c1cccc(Cl)c1)CSC2)c1ccccc1Cl
-15.2,Cc1c(C(=O)N2CCCCC2)sc(N)c1C#N
-9.4,CCC(=O)N1CCc2cc(Br)cc(S(=O)(=O)Nc3c(C)n(C)n(-c4ccccc4)c3=O)c21
-0.4,CCCC(=O)C1=C(c2ccccc2)C(C#N)(C#N)C(C#N)=C1N
4.8,Cc1c(/C(O)=C2\C(=O)C(=O)N(CCN(C)C)C2c2cccnc2)cnn1-c1ccccc1 (centres undefined)
-93.8,S=c1[nH]c(-c2ccc(Oc3ccccc3)cc2)cn1-c1ccccc1

14-3-3g Raf,Structure
-13.4,CC1CN(C2CCN(S(=O)(=O)c3ccc(F)cc3)CC2)CC(C)O1 (centres undefined)
-4.2,O=C(NCCC1=CCCCC1)c1cc(S(=O)(=O)N2CCOCC2)ccc1Sc1ccc(Br)cc1
0.5,CCOC(=O)C1=C(C)NC(=S)NC1c1ccc(OCC)cc1 (centres undefined)
-3.5,O=C(O)C#CC12CC3CC(CC(C3)C1)C2
-9.7,O=C1CCCC2=C1C(c1ccc(Br)cc1)NC(=S)N2 (centres undefined)
0.2,O=S(=O)(c1cc(Cl)ccc1Cl)N1CCN(Cc2ccc3c(c2)OCO3)CC1
10.3,CS(=O)(=O)N1CCCC(C(=O)NC2CCCCCCC2)C1 (centres undefined)
-2.0,C=C(C)COc1ccc(-c2nc(N)ncc2Oc2ccccc2OCC)c(O)c1
-5.6,O=C(CCSc1ccc(Cl)cc1)N1CCN(c2ncccn2)CC1
-7.3&-2.2,CCOC(=O)CSc1cc(=O)n(C)c2cc(Cl)ccc12
-0.6,O=C(NCCC12CC3CC(CC(C3)C1)C2)c1ccc(S(=O)(=O)N2CCCC2)cc1
-1.4,COc1cccc(Oc2cn[nH]c2-c2ccc(OC)cc2O)c1
2.5,CCCn1c(=O)c(Cc2ccccc2)c(O)c2ccccc21
0.4,CCc1cc2c(=O)c(-c3nc4ccccc4s3)coc2c(CN(C)C)c1O
1.2,CCC(=O)N1CCc2cc(Br)cc(S(=O)(=O)CCC(=O)Nc3ccccc3Cl)c21
-7.6,O=C(O)[C@@H]1CCCN1c1ncnc2sc3c(c12)CCC3
2.5,COCCOC(=O)C1=C(C)N(Cc2ccccc2)C(=O)NC1c1ccccc1F (centres undefined)
-3.5,COCCCNC(=O)C1CCN(S(=O)(=O)c2ccc(Cl)cc2)CC1
-0.3,Cc1ccc(CNC(=O)c2cn(C)c(=O)c3c2c2ccccc2n3C)o1
0.1,Fc1ccccc1C1C=C(c2ccc(Cl)cc2)Nc2nnnn21 (centres undefined)

14-3-3g Raf,Structure
-2.6,Cc1ccc(N2CC(c3nc4ccccc4n3C)CC2=O)cc1C (centres undefined)
6.0,CN1CCN(Cc2c(O)ccc3c(=O)c(Oc4ccccc4Cl)c(C(F)(F)F)oc23)CC1
-16.0,CC(=O)N1CCCCC1c1ccc[n+](C)c1 (centres undefined)
-11.8,Cc1c(Cl)cccc1NC(=O)CSc1ncccc1C(=O)Oc1ccccc1Cl
-4.4,CC1(C)C(C=C(Cl)Cl)C1C(=O)N1CCc2ccccc21 (centres undefined)
-6.9,COc1ccc(NC(=O)c2cccc(-n3cnnn3)c2)cc1
-2.9,Cc1c(NS(=O)(=O)c2ccccc2)cc(Cl)c(O)c1C
-3.9,CCn1cc(C(=O)N2CCc3ccccc32)c(=O)c2cc(S(=O)(=O)N3CCCCCC3)ccc21
-6.8,COC(=O)C(=O)c1c[nH]c2ccccc12
6.9,CCN(CC)c1ccc(C(=O)OCC(=O)N2CCN(c3ccccc3)CC2)cc1
-5.6,CC1CN(C(=O)c2cc(-c3ccccc3)nc3ccccc23)CC(C)O1 (centres undefined)
2.8,COc1ccc(C(=O)Nc2c3c(nn2-c2ccc(Oc4ccccc4)cc2)CSC3)cc1OC
-46.7,O=C1C=C(Nc2cccc(C(F)(F)F)c2)C(=O)c2ccccc21
4.0,Cc1ccc(S(=O)(=O)N(C)CC(=O)OCc2ccc([N+](=O)[O-])cc2)cc1
-18.4,O=S(=O)(NC1c2cccc3cccc(c23)C1Sc1nnnn1-c1ccccc1)c1ccc(Cl)cc1 (centres undefined)
0.8,Cn1c(=O)n(CCCOc2ccc(Cl)cc2)c2ccccc21
-2.1&20.5,Cc1ccc(CCNC(=O)c2nnn(-c3cc(C)cc(C)c3)c2N)cc1
-29.9,CCOC(=O)c1cnc2ccc(C)cc2c1Nc1ccc(N(CC)CC)cc1
-8.3,COc1ccc(S(=O)(=O)Nc2nnc(C)s2)cc1
-20.8,COc1cc(C=Nc2c(C)n(C)n(-c3ccccc3)c2=O)cc(OC)c1OC

Rewritten with each value named: entries from further up.
O=S(=O)(NC1c2cccc3cccc(c23)C1Sc1nnnn1-c1ccccc1)c1ccc(Cl)cc1 (centres undefined)
  14-3-3g Raf = -18.4

COCC(C)n1c(C)cc(C(=O)Cn2c(=O)oc3ccccc32)c1C (centres undefined)
  14-3-3g Raf = -3.8

Cc1ccc2nc(SCC(=O)Nc3ccccc3C(F)(F)F)[nH]c2c1
  14-3-3g Raf = -7.6

CCOC(=O)c1cnc2ccc(C)cc2c1Nc1ccc(N(CC)CC)cc1
  14-3-3g Raf = -29.9

Further records:
14-3-3g Raf,Structure
0.5,CSc1ccccc1-n1c(=O)c2ccccc2c2ccccc2c1=O
0.8,COc1ccc(S(=O)(=O)N2CCC(C(=O)NCc3ccccn3)CC2)cc1Cl
-2.1,CC(=O)c1cn(CC2CC(=O)OC2(C)C)nc1C (centres undefined)
-0.8,O=C(CN(C(=O)CCC(=O)Nc1nccs1)c1ccc2c(c1)OCCO2)NCc1ccco1
-10.5,CC(C)Nc1oc(-c2cccc3ccccc23)nc1C#N
-7.2,CC1CCCC(NC(=O)c2ccc3c(=O)n(Cc4ccc5c(c4)OCO5)c(=O)[nH]c3c2)C1C (centres undefined)
2.9,O=[N+]([O-])C1=Cc2cc(Br)ccc2OC1c1ccc2c(c1)OCO2 (centres undefined)
-8.2,COc1ccc(C(=O)N2CCN=C2SCc2cc(C)ccc2C)cc1OC
-6.8,CN(C)c1cccc(C(=O)OCC(=O)NCC2CCCO2)c1 (centres undefined)
-10.9,COc1ccccc1CNC(=O)C(NC(=O)C1CCC(C)CC1)C(C)C (centres undefined)
-0.6,CCC(=O)N1c2ccccc2-c2nnc(SC)nc2OC1c1ccccn1 (centres undefined)
1.7,CC1CCCCC1NC(=O)c1cc(-c2cccs2)nc2ccccc12 (centres undefined)
0.3,CCOC(=O)COc1cc2c3c(c(=O)oc2cc1C)CCCC3
7.2,O=C(c1ccc2c(=O)n(-c3ccccc3)c(=O)[nH]c2c1)N1CCN(c2ccccc2)CC1
-9.4,COc1ccc(C2=CC(c3ccc(Cl)cc3)n3c(nc4ccccc43)N2)cc1 (centres undefined)
-6.1,COc1cc(-c2nc(-c3ccccc3)c(-c3ccc(F)cc3)[nH]2)cc2c1OCO2
5.5,Cc1cc2cc(CCNC(=O)CCc3ccccc3)c(=O)[nH]c2cc1C
-59.4,COc1ccc(C(=O)Nc2cc(C)c3c(=O)oc4ccccc4c3n2)cc1OC
-11.1,COc1ccc(-c2cc(C(F)(F)F)nc(NC3CCCC3)n2)cc1
-1.9,CCOCCCNS(=O)(=O)Cc1ccccc1

14-3-3g Raf,Structure
0.7&8.8,O=C(O)CCC(=O)Nc1ccc(C(=O)OC2CCCCC2)cc1
-6.6,COc1ccc(S(=O)(=O)Cc2ccc(C(=O)NCCCN(C)c3ccccc3)o2)cc1
-24.3,C=CCSc1nnc2c(n1)OC(C=Cc1cccs1)N(C(C)=O)c1ccccc1-2 (centres undefined)
3.5,Cc1ccc(CCNC(=O)C2CC(=O)N(C3CCCCCCC3)C2)cc1 (centres undefined)
-6.5,CCOC(=O)c1ccc(NC(=O)c2ccc(Cl)cc2[N+](=O)[O-])cc1
-7.1,CCCCN=C(N)/C(C(=O)OCC)=C(\O)c1ccc(OC)cc1
-10.4,O=C(O)CCc1nn2c3ccccc3n(CC(=O)c3ccc(Br)cc3)c2nc1=O
3.1,Cc1ccc(C(=O)Oc2ccc3c(=O)c(Oc4cc(C)ccc4C)coc3c2)cc1

Molecules listed so far that contain a COOH group (7):
14-3-3g Raf,Structure
-5.5,O=C(O)CSCSCC(=O)O
0.2,O=C(O)CCS(=O)(=O)c1ccc2[nH]c(=O)c(=O)[nH]c2c1
2.6,CC12CCC(C(=O)O)(c3nc(C#N)c(C#N)nc31)C2(C)C (centres undefined)
-3.5,O=C(O)C#CC12CC3CC(CC(C3)C1)C2
-7.6,O=C(O)[C@@H]1CCCN1c1ncnc2sc3c(c12)CCC3
0.7&8.8,O=C(O)CCC(=O)Nc1ccc(C(=O)OC2CCCCC2)cc1
-10.4,O=C(O)CCc1nn2c3ccccc3n(CC(=O)c3ccc(Br)cc3)c2nc1=O

Source: PubChem BioAssay (Emory University Molecular Libraries Screening Center)
